C-LANA FP = inhibitors of KSHV LANA C-terminal domain DNA binding; 0.078% of 340,000 active; MBP-C-LANA/FAM-LBS DNA binding, fluorescence polarization; inhibition, % at 9 µM;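 active = highest replicate inhibition at or above 60% at 9 µM, even if other replicates fall short; inactive = all replicates below 60% inhibition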;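 note: 0% = neutral control wells and 100% = 4 µM acridine orange control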
NSD2 inh = blocks human histone methyltransferase NSD2 | O96028 | NSD2 peptide methylation, AlphaScreen, 120 min | inhibition, % at 12.5 µM | 0.54% of 310,000 active | AID 743445; in the data active = inhibition above about 50%
DAGLB inhibitor = diacylglycerol lipase beta (human) inhibition. AID 504411. 0.059% of 340,000 active. Q8NCG7. inhibition, % at 5.17 µM. HEK293T DAGLB membrane lysate, EnzChek fluorogenic substrate; in the data active = inhibition above about 34%;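 note: 0% = enzyme with vehicle and 100% = wells lacking enzyme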
Target sequence (Q8NCG7 whole entry, looked up): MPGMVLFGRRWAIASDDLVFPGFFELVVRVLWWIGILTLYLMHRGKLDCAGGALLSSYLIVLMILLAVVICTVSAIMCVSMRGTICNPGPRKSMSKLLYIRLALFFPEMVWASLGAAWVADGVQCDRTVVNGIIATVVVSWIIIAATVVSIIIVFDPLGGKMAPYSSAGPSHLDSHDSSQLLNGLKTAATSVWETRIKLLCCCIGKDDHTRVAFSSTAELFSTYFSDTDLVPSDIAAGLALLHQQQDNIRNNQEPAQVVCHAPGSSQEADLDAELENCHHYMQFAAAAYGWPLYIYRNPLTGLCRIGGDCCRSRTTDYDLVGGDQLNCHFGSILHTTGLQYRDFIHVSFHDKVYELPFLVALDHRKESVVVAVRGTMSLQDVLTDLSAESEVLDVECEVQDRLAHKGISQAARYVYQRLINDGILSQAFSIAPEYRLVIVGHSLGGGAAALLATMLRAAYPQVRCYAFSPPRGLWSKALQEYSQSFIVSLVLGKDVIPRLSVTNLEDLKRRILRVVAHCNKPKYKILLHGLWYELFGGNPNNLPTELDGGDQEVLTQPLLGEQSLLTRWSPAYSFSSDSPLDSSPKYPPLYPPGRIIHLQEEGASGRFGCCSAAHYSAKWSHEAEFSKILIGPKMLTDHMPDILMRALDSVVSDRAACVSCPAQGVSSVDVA
PvdQ inh = P. aeruginosa PvdQ acylase inhibition | purified PvdQ acylase, fluorescence plate reader | inhibition, % at 10 µM | 0.063% of 340,000 active | AID 488965; in the data active = inhibition above about 30%, passing the limit was not always enough;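 note: 0% = vehicle neutral wells and 100% = reference inhibitor wells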
Arr AP2 block = inhibitors of human beta-arrestin and AP2 interaction. FITC-arrestin peptide / GST-AP2 beads, flow cytometry; AP2 beta2 appendage carries R879A mutation. inhibition, % at 10 µM. 0.31% of 340,000 active. AID 504490;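 active = inhibition above a set limit, near 3 SD of compounds lacking own fluorescence, cut at about 54% in these data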;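 note: plate controls were DMSO wells for no effect and 5 µM unlabelled arrestin peptide for full effect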
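Test system: GST-tagged AP2 beta2-adaptin appendage (R879A) on 4 µm glutathione beads; also added: fluorescein-tagged arrestin peptide at 50 nM final; timing: 12 min plus 1 h, RT; signal: flow cytometry, FL1 (488/535 nm); read-out: percent drop in bead-associated FITC signal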
SR-BI DiI-HDL act = activators of SR-BI mediated HDL lipid uptake; CHO ldlA[mSR-BI] cells, DiI-HDL uptake fluorescence, 3 h; 100 = double the neutral-control signal; activation, % at 12.5 µM; 0.096% of 320,000 active;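 active = mean replicate activation of at least 60% and every replicate at or above 60%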;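 note: 0% = median plate neutral-control signal and 100% = twice that signal; values of inactives mirror those of a sister screen read the other way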
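Test system: SR-BI-overexpressing, LDLR-lacking CHO cells; Also added: labelled HDL, 10 µg/mL; Measured by: bottom-read cell fluorescence after medium removal, ex 550/em 595 nm; Timing: 3 h uptake period with compound, 37 °C; Buffer or medium: F12, 0.5% BSA, 25 mM HEPES; Doses: single compound concentration, delivered by pin transfer.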
Cardiac RTF inh = cardiac RTF calcium desensitization. P19429+P45379. IANBD-labeled cardiac RTF, Ca2+ fluorescence. inhibition, % at 7.15 µM. 0.12% of 340,000 active. AID 493244;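 active = inhibition above the mean inhibition of all tested compounds plus 3 SD, cut at about 17% in these data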;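 note: assay run at fixed EC70 calcium of 1.6 mM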
Keap1-Nrf2 PPI = Keap1-Nrf2 (human) interaction inhibition; Q14145; Keap1 Kelch-Nrf2 peptide fluorescence polarization, 1536-well; AID 504523; 0.15% of 340,000 active; inhibition, % at 9.4 µM; in the data active = inhibition above about 12%;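 note: human Keap1 Kelch domain with fluorescein labeled Nrf2 9mer peptide probe; 0% = neutral control wells and 100% = peptide positive control; higher means more block of Keap1 binding to Nrf2 peptide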
SR-BI DiI inh = inhibitors of mouse SR-BI mediated HDL lipid uptake; Q61009; ldlA[mSR-BI] CHO cells, DiI-HDL uptake fluorescence, 3 h; inhibition, % at 12.5 µM; 0.96% of 320,000 active;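 active = mean replicate inhibition of at least 70% and a set share of replicates each scoring 70 or more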;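 note: 0% = median of neutral control wells and 100% = median of positive control wells; values of inactives mirror those of a sister screen read the other way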
PKA-R2B act = activates the human PKA-R2B holoenzyme complex | P22694+P31323 | PKA-R2B holoenzyme dissociation, Cy5-IP20 fluorescence polarization; R2B truncated from residue 108, S112A mutant; 0% DMSO only, 100% 113 µM cGMP | activation, % at 11.4 µM | 0.079% of 340,000 active | AID 504700;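 active = activation above a cutoff set at the mean over all compounds plus 3 SD, cut at about 18% in these data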;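 note: higher means more holoenzyme dissociation and a rise in polarization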
An asterisk follows results filed as active; · = not tested or not shown.

Each structure is followed by: C-LANA FP, NSD2 inh, DAGLB inhibitor, PvdQ inh, Arr AP2 block, SR-BI DiI-HDL act, Cardiac RTF inh, Keap1-Nrf2 PPI, SR-BI DiI inh, PKA-R2B act
> Cc1ccc(C(=O)N2[C@@H]3CN(C)C(=O)[C@@]2(C)[C@H]2C(=O)N(Cc4ccccc4)C(=O)[C@@H]32)cc1
→ 1.7, ·, 0, -14, 4, 9, 2, -2, -9, -3
> CC(C(=O)Nc1ccc(N(C)C)cc1)N1C(=O)c2ccccc2S1(=O)=O (configuration not stated)
→ -0.5, 4, 2, -2, 14, 14, 5, 0, -14, 1
> COc1ccc(S(=O)(=O)N2CC(=O)Nc3ccccc32)cc1Cl
→ 0.3, -2, 2, -14, -10, -2, -3, -5, 2, 10
> CCc1ccc(/C=N/NC(=S)NCCc2ccccc2)cc1
→ 0.4, 1, -5, 2, 14, 35, -1, 2, -35, 1
> Cc1ccc(N(CC(=O)N2CCN(C3CCCCC3)CC2)S(=O)(=O)c2cccnc2)cc1
→ 1.2, 2, 0, -17, 0, 28, -21, 0, -28, 0
> COc1cc(OC)cc(C(=O)NNC(=O)c2ccccn2)c1
→ -0.8, -2, 1, 1, 0, 15, 11, 2, -15, -9
> Cc1ccc(NC(=O)C2CCN(S(=O)(=O)c3ccc4c(c3)CCCC(=O)N4)CC2)cc1N(C)C
→ 1.2, 4, -3, -16, -9, -12, 0, 1, 12, -8
> COc1cccc(/C=N/n2c(C3CCCCC3)n[nH]c2=S)c1OC
→ 0.8, 1, -7, -6, -12, -11, -2, 3, 11, -7
> OC(CNCCCN1CCCCC1)COc1ccccc1 (configuration not stated)
→ 0.6, 0, -5, 3, 2, 25, -1, -3, -25, -13
> CCOC(=O)Cc1c(C)[nH]c(=S)[nH]c1=O
→ -2.2, 0, -5, -8, 1, ·, -6, -4, -21, 2
> CC(C)CC(NC(N)=O)C(=O)NCCc1ccc(Cl)cc1Cl (configuration not stated)
→ 0.8, ·, -1, -1, -13, -23, -14, -3, 23, -5
> COc1cccc(N2CCN(C(=O)C3C4C=CC5(CN(Cc6ccccc6Cl)C(=O)C35)O4)CC2)c1 (configuration not stated)
→ 1.4, 1, 3, 8, 5, -19, -3, 3, 19, -12
> CCOC(=O)c1cccc(NC(=O)c2ccc(-n3cnnn3)cc2)c1
→ 0.7, -1, 0, 4, 32, -18, 2, 0, 18, -2
> O=C(c1ccccc1[N+](=O)[O-])N(CCc1ccccc1)Cc1ccccc1
→ -1.1, 0, -2, 12, -3, 14, 2, -4, -14, 2
> COc1ccccc1N1C(=O)c2cccc3cccc(c23)C1=O
→ -2.2, -3, -1, 9, 8, 14, -14, 2, -14, -4

Some of the entries so far, in markdown:
| smiles | C-LANA FP | NSD2 inh | DAGLB inhibitor | PvdQ inh | Arr AP2 block | SR-BI DiI-HDL act | Cardiac RTF inh | Keap1-Nrf2 PPI | SR-BI DiI inh | PKA-R2B act |
| --- | --- | --- | --- | --- | --- | --- | --- | --- | --- | --- |
| Cc1ccc(NC(=O)C2CCN(S(=O)(=O)c3ccc4c(c3)CCCC(=O)N4)CC2)cc1N(C)C | 1.2 | 4 | -3 | -16 | -9 | -12 | 0 | 1 | 12 | -8 |
| COc1ccccc1N1C(=O)c2cccc3cccc(c23)C1=O | -2.2 | -3 | -1 | 9 | 8 | 14 | -14 | 2 | -14 | -4 |
| CCOC(=O)Cc1c(C)[nH]c(=S)[nH]c1=O | -2.2 | 0 | -5 | -8 | 1 | · | -6 | -4 | -21 | 2 |

(further entries)
Each structure is followed by: C-LANA FP, NSD2 inh, DAGLB inhibitor, PvdQ inh, Arr AP2 block, SR-BI DiI-HDL act, Cardiac RTF inh, Keap1-Nrf2 PPI, SR-BI DiI inh, PKA-R2B act
> CCn1c(SCC(=O)N2c3ccccc3CCc3ccccc32)nnc1-c1ccc(OC)cc1
→ -0.1, 0, -1, -11, -18, -15, -18, -6, 15, 6
> CSC(=O)CC(=O)NC(=O)c1ccccc1
→ 1.1, 0, 6, -5, 9, 28, -4, -5, -28, -12
> CC1(NC(=O)CCc2ccccc2)CCN(CCCc2ccccc2)C1=O (configuration not stated)
→ 0.9, ·, 0, -16, -11, -13, -2, -8, 13, 2
> COc1ccccc1N1CCN(c2ccc(Cl)nn2)CC1
→ 0.3, -2, -1, 1, 39, -20, 2, -4, 20, 1
> CNc1[nH]ncc1[N+](=O)[O-]
→ 1.3, 2, -1, -8, -1, 11, -6, -3, -11, -2
> O=C(CC1Sc2ncnn2C1=O)Nc1ccccc1 (configuration not stated)
→ -0.6, -5, -3, -2, 13, 14, -3, -6, -14, 4
> Cc1ccc(S(=O)(=O)CCC(=O)OCC(=O)N2c3ccccc3NC(=O)C2(C)C)cc1
→ -0.9, 2, 2, -14, 4, 3, -25, 1, -3, -9
> O=C(CN(C(=O)CCC(=O)Nc1ccccn1)c1ccc2c(c1)OCCO2)NCCc1ccccc1
→ -0.3, ·, -1, 0, 23, 11, -8, -2, -11, 1
> CCCCC[C@H](O)/C=C/C1C(=O)C=C[C@H]1C/C=C\CCCC(=O)OC (some centres not stated)
→ -0.1, ·, 9, -18, 16, 13, -9, -19, -13, -4
> COc1cc(OC)c2c(-c3cccc(-c4ccc(OC)c(F)c4)c3)cc(=O)oc2c1
→ -2.8, ·, -7, -15, 10, -54, -4, -2, 54, 1
> C/C(=N\Nc1cc(C)nc(NCc2ccccc2)n1)c1cccc([N+](=O)[O-])c1
→ 1.4, -1, -2, 9, -3, -9, -4, 2, 9, -10
> N#CCC(=O)Nc1ccc(C(=O)OCC(=O)NC(=O)Cc2ccccc2)cc1
→ 1.7, 2, -2, -2, 38, -15, -15, -4, 15, -4
> Cc1ccc(CNS(=O)(=O)c2ccc3c(c2)CCN3C(=O)C2CCC2)cc1
→ 0.0, -2, -3, -15, -7, 12, 0, -4, -12, 4
> C/C(=N\NC(N)=O)c1cccc(Cl)c1
→ 0.8, 1, -2, 2, -12, 23, -1, 6, -23, 5
> OCCC1CN(Cc2cccn2-c2ncccn2)CCN1CCc1ccccc1 (configuration not stated)
→ 0.2, -2, -1, -17, -16, 4, -5, -1, -4, 8

Ordered by value in Arr AP2 block (descending): 4 from the list above.
SMILES | Arr AP2 block
O=C(CN(C(=O)CCC(=O)Nc1ccccn1)c1ccc2c(c1)OCCO2)NCCc1ccccc1 | 23
Cc1ccc(S(=O)(=O)CCC(=O)OCC(=O)N2c3ccccc3NC(=O)C2(C)C)cc1 | 4
Cc1ccc(CNS(=O)(=O)c2ccc3c(c2)CCN3C(=O)C2CCC2)cc1 | -7
CC1(NC(=O)CCc2ccccc2)CCN(CCCc2ccccc2)C1=O (configuration not stated) | -11

Next part.
Each structure is followed by: C-LANA FP, NSD2 inh, DAGLB inhibitor, PvdQ inh, Arr AP2 block, SR-BI DiI-HDL act, Cardiac RTF inh, Keap1-Nrf2 PPI, SR-BI DiI inh, PKA-R2B act
> Cc1c(NC(=O)c2ccc(N(Cc3ccccc3)S(C)(=O)=O)cc2)c(=O)n(-c2ccccc2)n1C
→ -1.0, 1, 1, -5, 11, 9, -6, -9, -9, -5
> COc1cc(S(=O)(=O)NCc2ccncc2)ccc1Br
→ 1.2, 11, 0, 7, 9, 10, 2, 2, -10, -3
> O=S(=O)(c1cccc(-c2n[nH]c(=S)n2-c2cccc(C(F)(F)F)c2)c1)N1CCOCC1
→ -1.0, -2, -2, -4, -26, 7, -8, 2, -7, 3
> CCCC1/C(=N/O)CC(c2ccccc2)NC1c1ccccc1 (configuration not stated)
→ 2.3, 0, -5, -16, 0, -8, -2, 0, 8, -1
> O=C(Nc1cc(C(F)(F)F)ccc1-n1cnc2ccccc21)c1ccccc1
→ -0.2, -1, 0, 21, 24, -8, -18, 2, 8, 5
> CC(C)(C)c1ccc(-c2nc(NCc3cccnc3)c3ccccc3n2)cc1
→ -2.1, 0, -3, -12, -1, -34, -3, -8, 34, -5
> Cc1ccccc1C(=O)NCCN=C1NS(=O)(=O)c2ccccc21
→ -1.4, ·, -1, -9, 4, 27, -1, 3, -27, -2
> CCOc1ccc(S(=O)(=O)N2CCN(C(=S)NCC3CCCO3)CC2)cc1 (configuration not stated)
→ 0.8, 0, -2, -11, -6, 1, -15, -5, -1, 2
> CCN(CC)CCn1c(=O)n(-c2ccc(Cl)cc2)c(=O)c2c3c(sc21)CN(C)CC3
→ 0.3, 47, -2, -16, 6, 21, -12, -7, -21, 6
> COc1ccc(NC(=S)NNC(=O)C2CC2c2ccc(C)cc2)cc1 (configuration not stated)
→ -0.6, 1, -1, -8, 9, 2, 0, -6, -2, 9
> COc1ccc(/C(O)=C2/C(=O)C(=O)N(CC3CCCO3)C2c2cccc(O)c2)cc1 (configuration not stated)
→ 4.1, 1, -1, -8, 3, 37, -5, 6, -37, 7
> Cc1ccc(NC2=NCCCCC2)cc1
→ 1.5, -2, 0, -20, -10, ·, -1, -2, 3, -6
> O=C1OCCC1Sc1nnc(-c2ccccc2Cl)n1Cc1ccccc1 (configuration not stated)
→ 1.3, -1, 1, -11, -8, ·, -2, -1, ·, -3
> Cn1ncc(N)c1C(=O)Nc1cccc(C(F)(F)F)c1
→ 0.1, -1, -3, -4, 7, -13, 1, -6, 13, 0
> CCOC(=O)/C(=N/O)C1=NC(C)(C)Cc2cc(C)c(C)cc21
→ -0.6, -1, 0, -35, 15, 18, -6, 3, -18, -4
> Cc1onc(-c2ccccc2)c1C(=O)Nc1nc(-c2ccccc2)cs1
→ 19, 19, -16, 3, 8, -42, -8, -2, 42, 10
> CC12C=CC3(O1)C(C(=O)N1CCCOC13)C2C(=O)O (configuration not stated)
→ 0.7, -2, -2, -4, 7, 10, 0, 3, -10, -4
> O=C(Cn1c(=O)c2cccn2c2ccccc21)NCCc1ccc(Cl)cc1
→ -0.9, -1, -1, -7, 4, -10, -4, 0, 10, -4

Bioassay records deposited in PubChem by several laboratories.
